High-throughput results deposited in PubChem by National Center for Advancing Translational Sciences (NCATS).
L3MBTL1 block: inhibitors of human L3MBTL1 | AlphaScreen L3MBTL1–H3K9me1 peptide binding | Potency, µM (titrated, usually from 57.1 µM), for the others: at the top dose activity, negative = inhibition, hits mostly inhibitors | actives 0.66% (n = 230,000); also: nearly all actives have a fitted effect of over 60% in size
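Read-out is AlphaScreen signal from streptavidin donor and nickel chelate acceptor beads (10 ug/mL final each) bridging L3MBTL1 (50 nM) and biotinylated K9-monomethylated H3(1-15) peptide (75 nM), after 30 min compound exposure at room temperature.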
TR SRC2 fluor cs: Texas Red fluorescence interference in TRb-SRC2 counter-screen | TRb/SRC2 Texas Red total fluorescence interference | Potency, µM (series often up to 106 µM), inactives show top-dose fluorescence change, negative = quenching | actives 0.29% (n = 280,000) | AID 1479; active = well fitted curve in either direction with a large enough effect; inconclusive = small, poorly fitted or top-dose-only effect
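Human TRb ligand-binding domain at 0.6 uM with 20 nM Texas Red SRC2 peptide in Tris buffer containing 1 uM T3 and 5% DMSO, incubated with compound 5 h at ambient temperature. Total fluorescence (555/632 nm) calculated as parallel + 2 × perpendicular.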
GAA spleen mod: inhibitors or activators of human alpha-glucosidase in spleen homogenate | P10253 | human spleen homogenate, 4-MU-alpha-glucoside fluorescence | Potency, µM (doses to about 79.9 µM), inactives show at the top dose activity change, negative = inhibition, most hits filed as inhibitors | actives 0.006% (n = 240,000) | AID 2112;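 also: 0% = enzyme with vehicle and -100% = no enzyme basal signal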
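Compounds were titrated against alpha-glucosidase in spleen homogenate at pH 5.0, with 1 mM 4-methylumbelliferyl substrate for 40 min at 37 C. Reactions were quenched with pH 10 NaOH/glycine and fluorescence measured.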
GAA inhib: inhibitors of human lysosomal alpha-glucosidase; P10253; purified human GAA, 4-MU-alpha-glucoside fluorescence; Potency, µM (highest dose often 76.9 µM), inactives show at the top dose activity change, negative = inhibition, most hits filed as inhibitors; actives 0.005% (n = 200,000); AID 1466;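 also: plate controls were uninhibited enzyme wells for no effect and no-enzyme background for full effect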
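Fluorogenic assay: 4 nM human alpha-glucosidase with 400 uM 4-methylumbelliferyl-alpha-D-pyranoside in 50 mM citrate/phosphate, 0.005% Tween-20, pH 5.0, 20 min at room temperature. Compounds tested up to 77 uM; AC50 from Hill fits.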
TRb SRC2 PPI: disrupts binding of human TR beta to SRC2 | TRbeta-SRC2 peptide binding, fluorescence polarization; receptor liganded with 1 µM T3 | Potency, µM (series often up to 106 µM), without a hit: at the highest dose activity change, negative = inhibition, hits mostly inhibitors | actives 0.065% (n = 280,000);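 also: plate controls were bound peptide for no effect and peptide without receptor for full effect; nearly all actives have a fitted effect of over 50% in size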
Target sequence (P10828 whole entry, looked up): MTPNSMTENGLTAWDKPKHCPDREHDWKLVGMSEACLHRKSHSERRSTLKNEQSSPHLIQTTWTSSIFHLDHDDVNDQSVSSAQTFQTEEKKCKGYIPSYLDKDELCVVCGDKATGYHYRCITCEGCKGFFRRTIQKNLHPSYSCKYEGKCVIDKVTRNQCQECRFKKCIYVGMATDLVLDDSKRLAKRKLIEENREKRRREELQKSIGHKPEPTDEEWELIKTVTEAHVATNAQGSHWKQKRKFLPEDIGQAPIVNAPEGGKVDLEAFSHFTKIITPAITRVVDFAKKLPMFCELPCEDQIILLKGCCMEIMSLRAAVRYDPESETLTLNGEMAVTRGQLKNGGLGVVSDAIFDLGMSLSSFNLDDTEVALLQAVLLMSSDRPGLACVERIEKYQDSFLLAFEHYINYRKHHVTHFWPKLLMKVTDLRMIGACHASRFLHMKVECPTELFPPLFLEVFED
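Human TRb LBD (0.6 uM) plus Texas Red-labeled SRC2 peptide (20 nM), 1uM T3, 5% DMSO, 5 hr at ambient temperature. Decreased polarization (555/632 nm) flags inhibition; data normalized to free and bound peptide controls.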
RECQ1 inh: blocks DNA unwinding by human RECQ1; Potency, µM (doses to about 57.3 µM), inactives show at the top dose activity, negative = inhibition, hits mostly inhibitors; actives 0.54% (n = 240,000); P46063; RECQ1 DNA unwinding, red fluorescence kinetic read;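 also: plate controls were vehicle for no effect and no enzyme for full effect; nearly all actives have a fitted effect of over 30% in size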
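RECQ1T1 50 nM; forked duplex (20 bp + 30-nt ss tails) 200 nM, ATP 2 mM final; pH 8.0, 2 mM MgCl2, 2.5 ug/ml poly(dI-dC); 15 min compound preincubation; discontinuous kinetic read over 2 h at RT.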
GoLoco inh red: RGS12 GoLoco-Gai1 interaction inhibition; P63096; Gai1:RGS12 GoLoco peptide FP, rhodamine, 10 min; Potency, µM (series often up to 61.6 µM), for inactives: at the highest dose activity, negative = inhibition, usual class: inhibitors; actives 0.44% (n = 230,000); active = well fitted inhibition curve with a large enough effect, not every such curve was filed as active; inactive = no such curve, though single readings can be large or run the other way; also: nearly all actives have a fitted effect of over 30% in size; many of its hits are not listed in these tables
Target sequence (P63096 whole entry, looked up): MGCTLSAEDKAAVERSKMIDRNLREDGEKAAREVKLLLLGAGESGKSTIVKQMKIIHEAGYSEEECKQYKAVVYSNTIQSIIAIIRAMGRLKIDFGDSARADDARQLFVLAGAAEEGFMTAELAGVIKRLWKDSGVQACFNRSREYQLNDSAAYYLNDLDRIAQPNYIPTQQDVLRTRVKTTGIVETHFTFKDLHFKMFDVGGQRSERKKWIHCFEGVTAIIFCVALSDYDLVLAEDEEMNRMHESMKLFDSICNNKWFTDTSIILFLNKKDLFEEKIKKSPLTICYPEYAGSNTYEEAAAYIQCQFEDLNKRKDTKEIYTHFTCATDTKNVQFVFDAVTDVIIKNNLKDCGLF
GAA glycogen mod: GAA glycogen-cleavage inhibition or activation; P10253; recombinant GAA, glycogen substrate, Amplex Red glucose oxidase fluorescence; Potency, µM (doses to about 76.4 µM), without a hit: top-dose activity change, negative = inhibition, most hits filed as inhibitors; actives 0.38% (n = 300,000); AID 2100;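 also: 0% = full enzyme reaction and -100% = no-enzyme basal signal; the screen sought inhibitors and activators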
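Natural-substrate format: glycogen cleavage by 4 nM human enzyme, glucose read by Amplex Red coupling (Ex 573, Em 610 nm). Normalized to enzyme and no-enzyme controls.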
* hit, by the source's call; i = inactive; u = inconclusive; x = no result given; & = joins results of further samples; [ ] = remark or other dose. Unless noted, calls follow the shape of the dose curve; as a rule, active = well fitted curve in the direction sought with a large enough effect; inconclusive = small, poorly fitted or top-dose-only effect, or another doubt; inactive = no such curve, though single readings can be large; an effect the other way counts as inactive or inconclusive. Unless noted, % is scaled to controls: 0 for no effect and ±100 for the full control effect; potency is read from the fitted curve at half-maximal effect. Some of the compounds tested, so the mix of outcomes need not match the whole.

Codes – A = L3MBTL1 block; B = TR SRC2 fluor cs; C = GAA spleen mod; D = GAA inhib; E = TRb SRC2 PPI; F = RECQ1 inh; G = GoLoco inh red; H = GAA glycogen mod
OCCNC(=S)Nc1ccc(Cl)c(Cl)c1
  A: -5%	B: -1%	C: 9%	D: -6%	E: -6%	F: -3%	G: -5%	H: -6%

O=C(/C=C/c1ccc2ccccc2n1)c1cc(Cl)ccc1O
  A: x	B: -2%	C: 8%	D: x	E: 6%	F: -8%	G: 45%[activator]	H: -4%

COCCn1c(C)cc(C(=O)CSc2nc3nc(C)cc(C)n3n2)c1C
  A: -1%	B: -1%	C: -3%	D: 9%	E: 5%	F: -5%	G: -2%	H: 5%

CC1CCC(NC(=O)Cn2ncc3ccccc32)CC1 (stereo unspecified)
  A: 3%	B: 0%	C: 8%	D: -1%	E: -1%	F: i	G: 11%	H: 4%

CN(C)c1ccc(-c2nc3ccccn3c2/N=C/c2ccc(Br)cc2)cc1
  A: u	B: -2%	C: -6%	D: -8%	E: 1%	F: 2%	G: 12%	H: u

c1ccc2c(N3CCCC3)nc(-c3ccncc3)nc2c1
  A: 10%	B: -1%	C: -6%	D: 5%	E: -8%	F: i	G: 15%	H: 10%

Cc1cc(Cl)ccc1OC(C)C(=O)N1CCCN(C(=O)C(C)Oc2ccc(Cl)cc2C)CC1 (stereo unspecified)
  A: -4%	B: 6%	C: -7%	D: -6%	E: 4%	F: i	G: 6%	H: -12%

COC(=O)/C=C/c1ccsc1NC(C)=O
  A: -8%	B: -2%	C: -3%	D: -1%	E: 10%	F: -4%	G: 2%	H: 3%

COc1ccc(/C=C2\SC(=O)N(CC(=O)NN3CCN(C)CC3)C2=O)cc1OC
  A: x	B: -1%	C: -2%	D: x	E: -4%	F: i	G: 7%	H: 5%

CCC(C)NC(=O)CO/N=C/c1ccc(C(=O)OC)cc1 (stereo unspecified)
  A: x	B: -3%	C: -6%	D: u	E: -10%	F: -3%	G: -2%	H: -1%

Cc1ccc(NC(=O)CCn2cnc3ccccc3c2=O)c(C)c1
  A: 7%	B: -1%[53 µM]	C: -1%	D: 8%	E: 2%[53 µM]	F: -11%	G: 1%	H: -7%

COc1ccc(/C=C2\NC(=S)N(CC3CCCO3)C2=O)c(OC)c1 (stereo unspecified)
  A: 1%	B: -3%	C: -4%	D: -7%	E: -10%	F: -15%	G: -2%	H: -1%

CCOC(=O)c1ccc(N=CC2=C(O)CC(C)(C)CC2=O)cc1
  A: 2%	B: -1%	C: -3%	D: 1%	E: 0%	F: 9%	G: 5%	H: -15%

Cc1cc(C)n(CC(=O)N/N=C/c2ccc(C)o2)n1
  A: 0%	B: -5%	C: 0%	D: 10%	E: -2%	F: i	G: -4%	H: -9%

COc1ccc(C(=O)NC2(C(F)(F)F)C(=O)N(Cc3ccco3)C3=C2C(=O)CC(C)(C)C3)cc1OC (stereo unspecified)
  A: -3%	B: -2%	C: -2%	D: 9%	E: -18%	F: -2%	G: 6%	H: 7%

C[C@H]1Cc2c(COc3ccccc3)nc3c(c2CO1)CN(C(=O)Nc1cccc(C#N)c1)CC3
  A: x	B: -2%[11.2 µM]	C: -1%[17.4 µM]	D: x	E: -4%[11.2 µM]	F: i[11.5 µM]	G: 2%[14.2 µM]	H: x

Nc1ncnc2nc(SCc3ccc(Cl)cc3Cl)[nH]c12
  A: x	B: 0%	C: -2%	D: -3%	E: -1%	F: -7%	G: 1%	H: 2%

Cc1ccc(-n2c(C)cn(C(=O)c3ccccc3)c2=S)cc1
  A: -2%	B: -5%	C: 1%	D: -3%	E: -21%	F: -10%	G: 13%	H: -4%

Cc1ccc(-n2c(Cc3cccn3C)nnc2SCC(=O)NCc2ccco2)cc1
  A: u	B: 0%	C: -4%	D: -2%	E: -12%	F: 22µM*	G: -10%	H: 8%

Cc1cc(NC(=O)c2ccc3c(c2)C(=O)N(CC(C)C)C3=O)no1
  A: 2%	B: -4%	C: 8%	D: x	E: -12%	F: -15%	G: 11%	H: 3%

Cc1nn(-c2ccccc2)c2c1/C(=N/O)CC(C)(C)C2
  A: 0%	B: 0%	C: -2%	D: -4%	E: -1%	F: 8%	G: 8%	H: 5%

O=C(Nc1ccc(-c2nc3ccccc3s2)cc1)c1cc(-n2cnnc2)ccc1Cl
  A: 5%	B: -4%	C: -6%	D: -4%	E: 6%	F: i	G: 94%[activator]	H: 9%

O=C(Cn1nc(C(F)(F)F)c2c1CCCC2)NCc1ccco1
  A: -1%	B: 3%	C: -6%	D: 4%	E: 1%	F: -2%	G: -6%	H: 1%

O=C(NCc1ccccn1)c1cc(-c2ccccc2)nc2ccccc12
  A: -5%	B: -1%	C: 4%	D: -3%	E: 1%	F: 2%	G: -7%	H: 6%

Cc1cccc(NC(=O)c2sc3nc(N)c(C#N)cc3c2N)c1
  A: -4%	B: -4%	C: -11%	D: 2%	E: -13%	F: -4%	G: 3%	H: -11%

COc1ccc(C(=O)N2CCN(c3ccc(C)cc3)CC2)cc1OC
  A: 0%	B: 1%	C: 0%	D: 2%[15.4 µM]	E: 9%	F: -9%	G: 2%	H: 4%

COc1ccc(-n2c(=S)[nH]c3cc(C(=O)NCCCN4CCCC4=O)ccc3c2=O)cc1
  A: 3%	B: 2%	C: -5%	D: u	E: 2%	F: -1%	G: -8%	H: -2%

CCC(C)C(NC(=O)OC(C)(C)C)C(=O)NC1COC2CC(n3cc(C)c(=O)[nH]c3=O)OC12 (stereo unspecified)
  A: x	B: 2%	C: 6%	D: x	E: -1%	F: i	G: x	H: x

COC(=O)C1(C(=O)OC)Sc2ccccc2C1=O
  A: -12%	B: -3%	C: -5%	D: -11%	E: -11%	F: -2%	G: -2%	H: u

Cc1ccc(CCNC(=O)CC2Oc3ccc(C)cc3NC2=O)cc1 (stereo unspecified)
  A: 19%	B: -1%	C: 1%	D: 5%	E: 3%	F: 8%	G: 3%	H: -4%

COc1ccc(Br)cc1CN(C)CC(=O)Nc1c(Cl)ccc(C)c1Cl
  A: 4%	B: -3%	C: 6%	D: u	E: -1%	F: -7%	G: x	H: -14%

CC(C)CC(NS(=O)(=O)c1ccc2c(c1)oc(=O)n2C)C(=O)N1CC=C(c2ccccc2)CC1 (stereo unspecified)
  A: 0%	B: -3%	C: -6%	D: -5%[15.4 µM]	E: 4%	F: -7%	G: 9%	H: 6%

O=C(c1ccc(Oc2ccccc2)cc1)C1CCCN(C(=O)c2cnccn2)C1 (stereo unspecified)
  A: -1%	B: -1%	C: -12%	D: x	E: 1%	F: 5%	G: -1%	H: 3%

Fc1ccccc1CN1CCCN(C(=S)Nc2cccc(Cl)c2)C1
  A: x	B: 1%	C: -1%	D: 1%	E: -12%	F: u	G: -11%	H: 2%

CCOc1ccc(Cl)cc1S(=O)(=O)NCc1cccnc1
  A: x	B: 1%	C: -2%	D: 1%	E: 4%	F: -9%	G: 1%	H: 7%

CCOC(=O)c1sc(C)c2c1NC(C)(c1cccc3ccccc13)NC2=O (stereo unspecified)
  A: x	B: 0%	C: -10%	D: 4%	E: -4%	F: -2%	G: -4%	H: 9%

COc1ccc(NC2=NC3(CCCCC3)N=C(N)N2)cc1
  A: 10%	B: -2%	C: -5%	D: -10%	E: -4%	F: i	G: -2%	H: -1%

Cn1c(=N)n(CC(=O)c2cccs2)c2ccccc21
  A: 9%	B: 0%	C: 3%	D: 6%	E: -22%	F: i	G: -2%	H: 7%

CC1(C)C(c2ccco2)=[N+]([O-])C2(CCCCC2=O)N1O (stereo unspecified)
  A: -3%	B: 0%	C: 7%	D: -7%	E: 5%	F: -2%	G: -5%	H: -13%

CNC(=S)N/N=C(\C)c1ccc(N2CCOCC2)cc1
  A: -6%	B: 8%	C: -3%	D: u	E: -5%	F: -10%	G: 7%	H: u

O=C1NC(=O)/C(=C/c2ccc(N3CCOCC3)o2)N1
  A: 16%	B: 0%	C: 2%	D: x	E: 4%	F: -9%	G: -3%	H: 1%

Cc1ccc2c(c1)C(=O)c1c(C(=O)O)cccc1-2
  A: -14%	B: -3%	C: -4%	D: 15%	E: -11%	F: 5%	G: 10%	H: 11%

COc1ccc(OCCOC(=O)Nc2ccccc2)cc1
  A: 0%	B: -1%	C: 2%	D: 0%	E: -16%	F: -6%	G: x	H: 7%

Cc1cccc(NC(=O)c2oc3c(c2C)C(=O)CC(C)(C)C3)n1
  A: 1%	B: 1%	C: -3%	D: -4%	E: 7%	F: u	G: 4%	H: -2%

Cc1cc(C)c[n+](-c2nc3ccccc3nc2C(=C=[N-])C#N)c1
  A: -10%	B: -1%&-3%	C: 11%&-5%	D: -5%&1%	E: 3%&4%	F: -8%&-2%	G: 7%&16%	H: 3%&-3%

Cn1nc(C(=O)NNc2c(F)c(F)cc(F)c2F)c2ccccc2c1=O
  A: 2%	B: 1%	C: 2%	D: -3%	E: -2%	F: i	G: 8%	H: 4%

COCCN=c1scc(-c2cc(OC)ccc2OC)n1/N=C/c1c[nH]c2ccccc12
  A: u	B: -2%	C: 3%	D: -8%	E: 1%	F: -21%	G: 9%	H: -16%

O=C(CSc1nc2ccccc2c(=O)n1CCC(=O)N1CCN(c2ccccc2)CC1)NCC1CCCO1 (stereo unspecified)
  A: x	B: -2%	C: -2%	D: 5%	E: 11%	F: -11%	G: 7%	H: 6%

One compound at a time, as listed above.
Profile of COC(=O)C1(C(=O)OC)Sc2ccccc2C1=O → L3MBTL1 block = -12%; TR SRC2 fluor cs = -3%; GAA spleen mod = -5%; GAA inhib = -11%; TRb SRC2 PPI = -11%; RECQ1 inh = -2%; GoLoco inh red = -2%; GAA glycogen mod = u
Profile of COc1ccc(OCCOC(=O)Nc2ccccc2)cc1 → L3MBTL1 block = 0%; TR SRC2 fluor cs = -1%; GAA spleen mod = 2%; GAA inhib = 0%; TRb SRC2 PPI = -16%; RECQ1 inh = -6%; GoLoco inh red = x; GAA glycogen mod = 7%
